Source: PubChem BioAssay
PvdQ inh: P. aeruginosa PvdQ acylase inhibition | purified PvdQ acylase, fluorescence plate reader | inhibition, % at 10 µM | 340,000 tested, 0.063% active; in the data active means inhibition above about 30%, passing the limit was not always enough;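 further: 0% = vehicle neutral wells and 100% = reference inhibitor wells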
Rtt109 Vps75: inhibitors of Candida albicans Rtt109/Vps75 histone acetyltransferase. inhibition, % at 34.9 µM. purified Rtt109/Vps75, ThioGlo CoA-SH fluorescence, 4 h. AID 540336. 330,000 tested, 0.16% active;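 active means inhibition of at least 50% in every replicate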
cardiac RTF act: cardiac RTF calcium sensitization | P19429+P45379 | IANBD-labeled TnC RTF fluorescence at EC20 calcium; 0% EC20 calcium, 100% full calcium | activation, % at 7.2 µM | 340,000 tested, 0.24% active | AID 493008;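 active means activation above the mean over all tested compounds plus 3 SD, cut at about 30% in these data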;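 further: rise in fluorescence read as greater calcium sensitivity of cardiac thin filaments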
SR-BI HDL uptake: mouse SR-BI HDL lipid transfer inhibition. 320,000 tested, 0.96% active. AID 488896. Q61009. ldlA[mSR-BI] CHO cells, DiI-HDL uptake fluorescence, 3 h. inhibition, % at 12.5 µM;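 active means mean replicate inhibition of at least 70% and a set share of replicates each scoring 70 or more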;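 further: 0% = median of neutral control wells and 100% = median of positive control wells; values of inactives mirror those of a sister screen read the other way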
dFosB act: enhances mouse delta FosB homodimer DNA binding | 340,000 tested, 0.99% active | activation, % at 25 µM | AID 493131 | P13346 | purified delta FosB, TAMRA-CDK5 oligo fluorescence polarization; percent of positive-control signal above neutral wells;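 active means mean activation above about 17%, with every replicate also reaching it, limit read from the data, passing the limit was not always enough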;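 further: fluorescence polarization rise as delta FosB binds a TAMRA Cdk5 AP-1 oligo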
MITF TRPM1 HTS: increases MITF-driven TRPM1 promoter luciferase signal; SK-MEL-5 TRPM1-promoter luciferase, 24 h; % of positive control, neutral wells = 0; activation, % at 12.5 µM; 300,000 tested, 0.75% active;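 active means mean activation of at least 80% with every replicate also reaching 80%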;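 further: 0% = neutral control wells and 100% = parthenolide positive control wells; values of inactives mirror those of a sister screen read the other way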
CDK5 p35 inh: blocks human CDK5/p35 kinase activity; Q00535+Q15078; Recombinant CDK5/p35, ADP-Glo luminescence, 60 min; inhibition, % at 10 µM; 330,000 tested, 0.01% active; AID 488839;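 active means highest replicate inhibition of at least 50% and at least 75% of replicates reaching 50%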;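 further: plate controls were DMSO neutral control for no effect and GW8510 at 10 µM for full effect; many of its hits are not listed in these tables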
Target sequence (Q00535 whole entry, looked up): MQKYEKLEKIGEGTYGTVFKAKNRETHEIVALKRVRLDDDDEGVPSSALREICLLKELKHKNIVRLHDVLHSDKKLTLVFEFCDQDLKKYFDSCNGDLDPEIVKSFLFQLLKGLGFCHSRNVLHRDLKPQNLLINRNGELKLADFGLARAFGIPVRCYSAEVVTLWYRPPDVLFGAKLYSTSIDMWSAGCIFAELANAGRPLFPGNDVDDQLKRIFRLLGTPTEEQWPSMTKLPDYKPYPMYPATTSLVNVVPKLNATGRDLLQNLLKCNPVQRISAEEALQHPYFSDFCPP
Target sequence (Q15078 whole entry, looked up): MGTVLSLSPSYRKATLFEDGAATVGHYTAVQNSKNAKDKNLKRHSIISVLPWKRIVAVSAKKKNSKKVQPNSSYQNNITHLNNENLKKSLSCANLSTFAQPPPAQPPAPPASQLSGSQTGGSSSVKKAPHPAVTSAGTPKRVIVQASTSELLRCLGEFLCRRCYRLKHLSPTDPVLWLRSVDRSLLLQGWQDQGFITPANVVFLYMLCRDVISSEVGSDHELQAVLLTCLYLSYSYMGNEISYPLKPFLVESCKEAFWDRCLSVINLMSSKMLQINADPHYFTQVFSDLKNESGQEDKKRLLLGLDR
Wnt bcat act: activates Wnt/beta-catenin signaling in a reporter cell assay | AID 743398 | activation, % at 9.35 µM | 300,000 tested, 1.2% active | activator, plate reader; in the data active means activation above about 30%, passing the limit was not always enough;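 further: 0% = neutral control wells and 100% = positive control wells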
SR-BI uptake up: enhances SR-BI lipid uptake from DiI-HDL; CHO ldlA[mSR-BI] cells, DiI-HDL uptake fluorescence, 3 h; 100 = double the neutral-control signal; activation, % at 12.5 µM; 320,000 tested, 0.096% active; AID 504775;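 active means mean replicate activation of at least 60% and every replicate at or above 60%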;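 further: 0% = median plate neutral-control signal and 100% = twice that signal; values of inactives mirror those of a sister screen read the other way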
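Material: SR-BI-overexpressing, LDLR-lacking CHO cells; schedule: compound exposure 3 h, 37 °C; reagent: DiI-labelled HDL at 10 µg/mL final; technique: bottom-read fluorescence, 550/595 nm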
HTR5A ag ctr: activates human HTR5A in OPRM1-OPRD1 agonist counter-screen. HTR5A agonist assay, luminescence, cell-based. activation, % at 9.3 µM. 340,000 tested, 0.61% active. AID 504692; in the data active means activation mostly above about 9.5%, no sharp cut-off; inactive means mostly below about 7.6%;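 further: 0% = cells with vehicle only and 100% = reference agonist; strong numbers were not always called active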
Target sequence (P47898 whole entry, looked up): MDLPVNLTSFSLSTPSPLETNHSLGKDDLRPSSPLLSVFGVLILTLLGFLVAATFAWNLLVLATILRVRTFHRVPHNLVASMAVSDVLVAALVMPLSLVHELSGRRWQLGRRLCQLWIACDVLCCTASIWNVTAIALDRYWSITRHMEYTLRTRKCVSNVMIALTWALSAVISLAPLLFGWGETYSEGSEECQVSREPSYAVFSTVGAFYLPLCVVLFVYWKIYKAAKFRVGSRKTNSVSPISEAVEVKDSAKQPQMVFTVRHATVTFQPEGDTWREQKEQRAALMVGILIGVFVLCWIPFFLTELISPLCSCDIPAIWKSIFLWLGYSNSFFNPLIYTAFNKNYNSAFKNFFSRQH
An asterisk follows results filed as active; · = not tested or not shown.

Molecule	SR-BI uptake up	MITF TRPM1 HTS	HTR5A ag ctr	Rtt109 Vps75	PvdQ inh	CDK5 p35 inh	SR-BI HDL uptake	cardiac RTF act	Wnt bcat act	dFosB act
CC(Sc1nnc(-c2ccc(C(C)(C)C)cc2)n1C)C(N)=O (stereo unspecified)	4.7	11.7	6.7	-1.9	-4.6	-4.9	-4.7	12.1	·	-3.4
Cc1ccccc1NC(=S)N(CCN1CCCCC1)Cc1ccco1	18.0	2.4	-1.0	2.2	-14.7	-1.2	-18.0	8.4	0.5	-10.1
CCC(C)[C@H]1COCCS(=O)(=O)N1Cc1ccccc1F (stereo partly specified)	14.2	3.2	2.0	5.2	11.8	-0.5	-14.2	-1.9	-1.1	2.3
CCN1CCN(CC2COc3ccccc3O2)CC1 (stereo unspecified)	-4.7	23.7	-1.7	2.7	-15.1	1.4	4.7	-2.5	1.3	-5.7
COCCNC(=O)CSc1n[nH]c(=O)n1CCc1ccccc1	5.1	5.0	-1.2	9.9	-1.6	1.2	-5.1	-5.7	-3.2	3.7
O=S(=O)(c1ccc(Cl)cc1)N1CCC2(CC1)OCCO2	-16.1	-11.2	7.3	11.7	2.1	0.5	16.1	1.3	-5.1	-10.7
Cc1ccc(CS(=O)(=O)CCC(=O)NCc2cccs2)cc1	-10.9	-4.3	0.4	23.7	6.9	-2.1	10.9	5.8	-2.2	-1.7
Cn1nnc2cc(C(=O)Nc3ccccc3)ccc21	·	42.8	4.3	-4.6	-13.9	-0.2	·	0.7	3.3	-2.4
O=C1CN(C(=O)c2ccccc2C(=O)O)c2ccccc2N1	18.4	-18.1	3.4	-2.7	-1.1	0.2	-18.4	-6.0	0.5	3.7
COc1ccc(C(CNC(=O)C(C)Oc2ccc(Br)cc2)N2CCCCC2)cc1 (stereo unspecified)	4.2	12.9	-2.4	2.8	-13.6	-3.5	-4.2	7.5	-15.2	-10.9
Nc1nc(=O)n(C2CCCCO2)cc1Br (stereo unspecified)	-5.1	0.8	2.2	-6.3	-11.0	-1.0	5.1	7.1	-5.8	-0.5
COc1ccc(NC(=O)C2=C(C)Nc3ncnn3C2c2ccccc2C(F)(F)F)c(OC)c1 (stereo unspecified)	-11.5	-6.4	8.6	-2.4	-5.0	0.1	11.5	-1.9	·	-3.3
O=C(NN=Cc1ccccc1)NN=Cc1ccccc1	-0.4	12.4	-0.5	-6.4	5.8	1.5	0.4	-0.5	0.8	-1.9
CCCCN(C(=O)CCCc1nc2ccccc2c(=O)[nH]1)c1c(N)n(CCCC)c(=O)[nH]c1=O	4.2	-3.7	3.6	19.6	-6.5	1.6	-4.2	2.7	-0.3	-3.2
Cc1sc2nc3c4ccccc4c(NCc4ccco4)nn3c(=O)c2c1C	1.6	85.2*	-1.3	-2.3	-10.7	-1.1	-1.6	-1.4	·	-12.9

A stretch from the list above:
Molecule	SR-BI uptake up	MITF TRPM1 HTS	HTR5A ag ctr	Rtt109 Vps75	PvdQ inh	CDK5 p35 inh	SR-BI HDL uptake	cardiac RTF act	Wnt bcat act	dFosB act
CCCCN(C(=O)CCCc1nc2ccccc2c(=O)[nH]1)c1c(N)n(CCCC)c(=O)[nH]c1=O	4.2	-3.7	3.6	19.6	-6.5	1.6	-4.2	2.7	-0.3	-3.2
Cc1sc2nc3c4ccccc4c(NCc4ccco4)nn3c(=O)c2c1C	1.6	85.2*	-1.3	-2.3	-10.7	-1.1	-1.6	-1.4	·	-12.9

Remaining list, next part
Molecule	SR-BI uptake up	MITF TRPM1 HTS	HTR5A ag ctr	Rtt109 Vps75	PvdQ inh	CDK5 p35 inh	SR-BI HDL uptake	cardiac RTF act	Wnt bcat act	dFosB act
Cc1c(Cl)c(=O)oc2cc(OC(C)C)ccc12	10.7	11.5	2.5	-2.2	-11.0	-1.1	-10.7	2.4	-0.4	-11.0
CCOc1ccc(C(=O)Nc2sc3c(c2C(=O)OC)CC(C)(C)NC3(C)C)cc1	5.3	-26.1	4.1	-5.1	-6.1	0.1	-5.3	-5.4	-0.3	-4.0
CCN(CC)S(=O)(=O)c1ccc2[nH]cc(C(=O)NCCCN3CCCCC3C)c(=O)c2c1 (stereo unspecified)	-15.8	15.1	-0.8	7.0	-13.8	-0.2	15.8	7.2	2.9	-9.6
CCC(=O)c1ccc(OCC(O)Cn2cnc3ccccc32)cc1 (stereo unspecified)	-34.7	-8.6	7.3	-10.0	-10.3	0.1	34.7	2.2	-2.8	-5.8
Cc1oc(C(C)(C)C)c(CN2CCOCC2)c1C(=O)O	12.3	6.2	-7.9	-0.3	-5.4	-0.6	-12.2	1.6	-0.2	2.7
O=C1NC(c2cccc([N+](=O)[O-])c2)Oc2ccccc21 (stereo unspecified)	-9.2	-5.1	-1.7	-0.9	-1.6	-1.8	9.2	19.1	-1.3	3.8
Cc1cc(C(=O)COC(=O)CCc2nc3ccccc3s2)c(C)n1C	-7.6	0.3	-7.3	-3.5	5.6	-0.8	7.6	-6.2	·	-3.2
CCn1c(=O)c(C(=O)NCCc2ccc(OC)c(OC)c2)c(O)c2ccccc21	-21.0	-7.6	-0.2	-0.9	-2.6	-3.6	21.0	4.7	-2.1	-11.9
O=C(c1ccc(Oc2ccc(C(F)(F)F)cn2)cc1)N1CCN(c2ccccc2)CC1	8.8	-5.6	1.5	4.8	-23.3	-1.7	-8.7	10.7	·	-2.2
CCC(C)(C)NC(=O)C(c1ccccn1)N(C(=O)c1csnn1)c1ccc(C)c(C)c1 (stereo unspecified)	22.0	10.2	0.6	-0.3	11.8	4.9	-22.0	4.6	1.7	-3.5
COc1ccc(NC(=O)c2ccco2)cc1NC(=O)c1ccco1	5.5	·	2.5	-0.5	-2.9	0.8	-5.5	8.4	·	-10.3
O=C1CSc2nc3ccccc3n21	-8.1	6.0	-5.3	6.8	3.2	2.4	8.1	-4.2	·	-2.3
Nc1nc(-c2ccccc2)c(CCCNc2ccccc2)c(=O)[nH]1	3.9	6.3	-1.2	-0.6	-6.7	-0.3	-3.9	-10.5	-5.9	-4.3
Cc1ccc(C(=O)CN2C(=O)NC3(CCc4ccccc43)C2=O)s1 (stereo unspecified)	7.0	-5.7	0.1	-1.0	-4.4	0.8	-7.0	4.5	17.7	-3.7
COc1cc(NC(=O)c2ccccc2NS(=O)(=O)c2ccc(Cl)s2)cc(OC)c1	3.8	-8.3	2.0	-0.1	-6.7	-1.0	-3.8	-1.5	0.2	-11.6

(further entries)
Molecule	SR-BI uptake up	MITF TRPM1 HTS	HTR5A ag ctr	Rtt109 Vps75	PvdQ inh	CDK5 p35 inh	SR-BI HDL uptake	cardiac RTF act	Wnt bcat act	dFosB act
COc1cc(CC2C(=O)Nc3ccccc32)cc(C)c1O (stereo unspecified)	12.7	-5.7	-3.5	2.7	7.1	0.1	-12.7	-3.0	0.8	-1.5
O=C(Nc1nnc(SCc2ccc(F)cc2)s1)c1cccnc1Cl	11.8	5.1	4.1	7.0	-0.6	0.7	-11.8	3.2	1.3	-7.6
CCC(C)C(=O)Nc1ccccc1N1CCN(c2ccc(F)cc2)CC1 (stereo unspecified)	-36.3	-9.9	7.2	6.6	-14.7	1.8	36.3	4.2	-0.6	-5.7
O=C(N1CCOCC1)N(Cc1ccccc1)c1ccccn1	9.6	15.2	-4.5	-2.1	-10.0	2.5	-9.6	-6.0	-5.3	4.4
CCc1cc(S(N)(=O)=O)cc(CC)c1NC(C)=O	5.1	·	1.7	5.2	-13.1	-0.4	-5.1	-3.3	1.7	-1.5
COc1ccc(-c2ccc3nnc(SCC(N)=O)n3n2)cc1	·	27.2	4.2	-2.6	-16.0	0.0	·	1.5	6.4	-19.6
COc1cc(C(=O)N2CCN(CC(O)COc3ccccc3)CC2)cc(OC)c1OC (stereo unspecified)	-6.6	·	4.4	1.9	-10.0	-1.5	6.6	-3.6	-3.4	2.1
CCCCn1c(N)c(N(CCOC)C(=O)c2cc(CC)c(C)s2)c(=O)[nH]c1=O	11.0	17.1	2.1	-13.9	0.7	-0.7	-11.0	-2.3	1.2	-0.9
CCC(=O)c1cc2c(cc1NC(=O)c1cccs1)OCCO2	-19.9	-7.7	1.1	-2.6	2.6	3.3	19.9	-0.2	·	-1.2
CCN1CCN(C(=S)Nc2cccc(Cl)c2)CC1	24.1	4.5	4.8	13.7	4.7	-2.1	-24.1	1.5	25.9	-7.7
C#CCOCCOCCOCCNc1nc(N2CCN(C(=O)[C@H](CCC(=O)O)n3cc(C(N)CC(C)C)nn3)CC2)nc(N2CCN(C(=O)[C@H](Cc3cc4ccccc4[nH]3)n3cc(C(N)[C@H](C)CC)nn3)CC2)n1 (stereo partly specified)	37.4	-4.4	11.3	22.5	-5.9	1.8	-37.4	-5.1	·	9.3
CSc1ccccc1OCc1cc(C(=O)N2C[C@H]3CC[C@H]2C3)no1	-23.6	91.7*	-0.8	-5.6	-12.5	0.6	23.6	-2.8	20.6	-4.4
C=CCn1c(SCC(=O)Nc2c(C)n(C)n(-c3ccccc3)c2=O)nnc1-c1cccnc1	-4.3	-3.4	-1.1	-5.1	-7.9	-5.6	4.3	2.0	0.3	-5.4
C=C(C)CSc1nnc2n(C)c(=O)c3c4c(sc3n12)CCC4	13.7	·	2.7	2.7	-7.4	0.2	-13.7	-3.9	·	-8.1
Cc1cccc2cc(CN(Cc3ccco3)C(=O)c3cccs3)c(=O)[nH]c12	21.9	4.9	10.2	-10.0	-8.9	-1.1	-21.9	-4.4	·	-13.7

The listing continues.
Molecule	SR-BI uptake up	MITF TRPM1 HTS	HTR5A ag ctr	Rtt109 Vps75	PvdQ inh	CDK5 p35 inh	SR-BI HDL uptake	cardiac RTF act	Wnt bcat act	dFosB act
CCn1c(SCC(=O)N(C)CC(=O)Nc2ccc(F)c(F)c2F)nnc1-c1ccco1	4.5	-6.9	2.7	-2.8	-10.4	1.9	-4.5	1.8	0.9	-3.7
COc1ccc(N(CC(=O)N/N=C/c2ccco2)S(=O)(=O)c2ccccc2)cc1Cl	-29.5	-2.0	2.5	20.7	-9.0	1.8	29.5	5.1	-3.0	-4.6
Cc1ccc(C2=CC(=O)C[C@H](c3ccc(F)cc3)C2)cc1	-33.2	13.8	2.2	8.7	-5.2	-0.2	33.2	2.8	-0.1	4.0
CCN1CCN(CCCN(Cc2cccs2)C(=S)Nc2ccccc2C)CC1	1.1	-3.3	-1.8	-2.3	-10.6	-0.9	-1.1	0.2	-0.9	-4.1
